SENP8 block-1: human SENP8 protease inhibitors, primary screen, biochemical, fluorescence, Nedd8 protein substrate, uHTS; recombinant SENP8; inhibition, % at 20 µM; actives 0.64% (n = 360,000); AID 602440, 2012; in the data active = inhibition mostly above about 40%, no sharp cut-off; inactive = mostly below about 27%
Apaf1 inhib: inhibitors of human Apaf-1 apoptosome, primary screen, biochemical, DEVD-Rh110 fluorescence, uHTS. Apoptotic protease-activating factor 1 (Homo sapiens), O14727. reconstituted apoptosome caspase-3 activity. inhibition, % at 20 µM. actives 0.71% (n = 330,000); active = inhibition of at least 40% at 20 µM;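 note: plate controls were DMSO wells for no effect and DEVD-CHO caspase inhibitor wells for full effect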
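Material: reconstituted apoptosome with Apaf-1, cytochrome c, caspase-9, procaspase-3, dATP; medium: pH 7.5 Hepes buffer with CHAPS, BSA, DTT; also added: cytochrome c and DEVD-Rh110 substrate; timing: 30 min plus 50 min, RT; signal: Rh110 fluorescence intensity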
NALP3 yeast inh: NALP3 inflammasome inhibitors in reconstituted yeast, primary screen, luminescence, uHTS; Yeast reconstituted NLRP3/ASC/caspase-1, beta-gal luminescence, 24 h; actives 0.39% (n = 330,000); inhibition, % at 10 µM;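 active = inhibition of 50% or more; inactive = inhibition below 50%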;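 note: plate controls were induced DMSO wells for no effect and uninduced yeast grown without galactose for full effect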
PfG6PD inh: PfG6PD enzyme inhibitors, primary screen, biochemical, fluorescence intensity, uHTS; glucose-6-phosphate dehydrogenase-6-phosphogluconolactonase (Plasmodium falciparum 3D7); PfGluPho enzyme, NADPH resazurin-diaphorase fluorescence; inhibition, % at 20 µM; actives 0.78% (n = 350,000); AID 504690, 2011;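 active = inhibition reaching at least a set limit at 20 µM in the primary screen, cut at about 59% in these data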;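 note: 0% = DMSO wells with substrate and 100% = DMSO wells lacking glucose-6-phosphate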
SENP6 block: SENP6 protease inhibitors, primary screen, biochemical, luminescence, uHTS | Sentrin-specific protease 6 (Homo sapiens), Q9GZR1 | Recombinant SENP6 catalytic domain, aminoluciferin luminescence | inhibition, % at 10 µM | actives 1.8% (n = 330,000) | AID 2599, 2010;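 active = inhibition above about 50% at the single tested dose, limit read from the data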;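 note: plate controls were DMSO wells with enzyme for no effect and DMSO wells lacking enzyme for full effect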
SENP1 FRET inh: human SENP1 catalytic domain inhibitors, primary screen, biochemical, FRET, uHTS; recombinant SENP1 catalytic domain, CyPet-SUMO1-YPet FRET cleavage; inhibition, % at 10 µM; actives 0.21% (n = 360,000); AID 624204, 2012;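 active = inhibition at least 30% at 10 µM, raw YFP signal under a set limit, fluorescence ratio 0.5 to 1.5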;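 note: 0% = enzyme with DMSO and 100% = no enzyme wells; some results filed as inactive read as strong as hits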
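Material – human SENP1 catalytic domain · Input – SENP1 enzyme, 20 pM final · Compound dosing – single concentration of 10 µM compound, 0.5% DMSO final · Timing – enzyme reaction for 50 min at room temperature, dark · Measured by – FRET fluorescence in CFP and YFP emission channels · Control set – no-enzyme wells low, DMSO-plus-enzyme wells high control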
SENP7 block: SENP7 protease inhibitors, primary screen, biochemical, luminescence, uHTS. Sentrin-specific protease 7 (Homo sapiens), Q9BQF6. inhibition, % at 5 µM. actives 1.5% (n = 330,000). recombinant SENP7, Z-RLRGG-aminoluciferin luminescence, 40 min. AID 434973, 2010;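 active = inhibition above about 50% at the single test dose, limit read from the data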;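 note: plate controls were DMSO with enzyme for no effect and no enzyme buffer wells for full effect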
HKDC1 inhibitor: HKDC1 hexokinase inhibitors, primary screen, biochemical, fluorescence, uHTS; Q2TB90; recombinant HKDC1, G6PDH/diaphorase resazurin coupled fluorescence; inhibition, % at 20 µM; actives 0.16% (n = 340,000);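 active = inhibition above about 35% when tested at 20 µM, limit read from the data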;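 note: plate controls were DMSO wells with enzyme for no effect and DMSO wells lacking enzyme for full effect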
Target sequence (Q2TB90 whole entry, looked up): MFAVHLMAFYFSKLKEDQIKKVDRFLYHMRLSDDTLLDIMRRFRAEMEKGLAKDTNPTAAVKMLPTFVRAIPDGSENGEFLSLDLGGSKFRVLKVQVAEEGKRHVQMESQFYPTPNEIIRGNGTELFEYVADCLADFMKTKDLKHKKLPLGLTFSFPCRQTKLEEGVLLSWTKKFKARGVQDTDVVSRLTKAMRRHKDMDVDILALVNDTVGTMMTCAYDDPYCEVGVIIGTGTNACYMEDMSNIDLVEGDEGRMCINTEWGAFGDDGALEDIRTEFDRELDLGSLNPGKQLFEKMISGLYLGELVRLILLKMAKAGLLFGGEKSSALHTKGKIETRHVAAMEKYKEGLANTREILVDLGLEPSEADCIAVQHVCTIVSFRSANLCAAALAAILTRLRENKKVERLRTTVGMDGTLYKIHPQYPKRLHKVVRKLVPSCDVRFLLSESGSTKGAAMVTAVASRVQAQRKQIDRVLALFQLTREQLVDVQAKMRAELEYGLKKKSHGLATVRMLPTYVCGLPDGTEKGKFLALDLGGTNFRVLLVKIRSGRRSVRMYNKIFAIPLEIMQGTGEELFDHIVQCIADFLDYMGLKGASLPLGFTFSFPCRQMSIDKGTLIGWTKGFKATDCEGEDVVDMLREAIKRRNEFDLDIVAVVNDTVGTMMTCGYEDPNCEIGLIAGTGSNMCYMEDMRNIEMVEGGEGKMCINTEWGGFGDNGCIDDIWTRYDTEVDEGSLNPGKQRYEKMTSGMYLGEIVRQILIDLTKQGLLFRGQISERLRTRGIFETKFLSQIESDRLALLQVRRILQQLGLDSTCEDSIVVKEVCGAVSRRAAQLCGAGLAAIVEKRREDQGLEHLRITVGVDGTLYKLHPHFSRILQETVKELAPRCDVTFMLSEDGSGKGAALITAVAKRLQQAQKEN
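Test system: recombinant HKDC1 (HK5) hexokinase enzyme, produced in-house / Doses: 20 µM test compound, 1% DMSO / Timing: 90 min, room temperature / Detection: G6PDH/diaphorase-coupled fluorescence, 1 mM NADP, 100 µM resazurin, 525/613 nm / Control set: DMSO wells with and without enzyme mix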
SENP8 block-2: SENP8 protease inhibitors, primary screen, biochemical, luminescence | AID 2540, 2010 | inhibition, % at 10 µM | purified SENP8, Z-RLRGG-aminoluciferin cleavage | actives 1.2% (n = 330,000) | Sentrin-specific protease 8 (Homo sapiens), Q96LD8; in the data active = inhibition above about 50%
The depositor's hits bear a star; x = not tested or not shown; & = joins results of further samples. This is a subset; rates above refer to the full screens.

Below each SMILES – SENP8 block-1	Apaf1 inhib	NALP3 yeast inh	PfG6PD inh	SENP6 block	SENP1 FRET inh	SENP7 block	HKDC1 inhibitor	SENP8 block-2
N=C1C(c2ccccc2)=C(O)CN1Cc1ccco1
  8	-10	-1	4	-4	0	9	-8	10
O=S(=O)(F)c1ccc2nc(-c3cccc(Sc4ccccc4)c3)cc(Cl)c2c1
  -10	-8	6	2	-19	0	12	0	4
CCCOC(=O)c1ccccc1C(=O)OCCC
  3	-8	0	5	4	0	-1	-2	21
CN(C(=O)Oc1ccc(Cl)c2cccnc12)c1ccccc1
  -1	9	15	-3	0	1	0	-8	-4
N#Cc1ccccc1NC(=O)CN1CC=C(c2ccccc2)CC1
  7	8	-7	7	-15	-1	-6	-5	-1
C[C@]12CCC3C(CC[C@H]4C[C@@H](O)CC[C@]34C)C1CC[C@@]2(O)C(F)(F)F (stereo partly drawn)
  19	-20	56*	x	5	1	-5	x	13
Cc1ccc(C2CN(C)CC2C(=O)c2ccc(F)cc2)cc1 (stereo not drawn)
  18	-1	24	-12	-16	-2	2	0	-9
CCC(=NCc1ccco1)c1c(O)[nH]c(=O)[nH]c1=O
  20	2	4	-24	-4	2	6	0	2
Clc1cccc(CNCCc2c[nH]c3ccccc23)c1
  12	1	28	22	-35	3	3	3	4
COc1ccc(CC(=O)Nc2ccc3c(C(F)(F)F)cc(=O)oc3c2)cc1OC
  -36	9	-1	-3	-10	-21	-1	2	-11
O=C1NC(=O)N(Cc2ccc(F)cc2)C(=O)/C1=C\c1ccc([N+](=O)[O-])s1
  50*	33	12	71*	32	4	4	12	18
C[C@]12CC[C@H](O)C[C@H]1CC[C@@H]1[C@@H]2CC[C@]2(C)[C@@H](C3=CC(=O)OC3)CC[C@]12O
  5	-8	28	13	-2	0	-5	-5	7
CN(C)C(=O)Oc1ccnc2cc(Cl)ccc12
  19	-5	21	17	-40	3	9	-4	2
CNS(=O)(=O)c1ccc(N=Cc2c(O)n(-c3ccccc3)c(=O)[nH]c2=O)cc1
  -63	9	19	-9	3	0	5	6	2
Fc1ccc(CNC2CN3CCC2CC3)cc1 (stereo not drawn)
  10	6	4	-6	-6	2	2	-7	-15
O=C1/C(=C\c2ccc(Cl)c(Cl)c2)N2CCC1CC2
  18	-7	18	-1	-20	1	-3	1	-18
CC(=O)Nc1nnc(CCN(CCc2nnc(NC(C)=O)s2)[N+](=O)[O-])s1
  33	1	6	6	-1	4	-7	-4	0
C[C@]12N[C@H](Cc3ccccc31)c1ccccc12
  2&5	11	-2	-22&-14	-14	1&1	-5	-5&-4	-9
O=C(COc1ccccc1)N1CCN(C2CCCC2)CC1
  8	0	-8	7	-15	-1	5	2	11
Cn1c(O)c(/C=N/N2CCOCC2)c(=O)n(C)c1=S
  6	2	4	-6	-11	-1	6	0	-1
CCC(C)N1Cc2ccccc2C1=N (stereo not drawn)
  5	-17	14	-14	4	2	-2	-7	-5
CN(C)P(=O)(C(Cl)=C(N1CCCCC1)N1CCCCC1)N(C)C
  13	-24	3	4	15	3	-5	-8	9
NS(=O)(=O)c1ccc(N=Nc2c(O)[nH]c(=S)[nH]c2=O)cc1
  26	-138	17	-2	33	-5	11	-3	-9
CNCCc1ccc(O)c(O)c1
  8	-6	21	-31	-4	3	-4	4	7
Cc1ncc2n1-c1ccc(Cl)cc1C(c1ccccc1F)=NC2
  3	4	1	2	-11	-3	-3	3	-14
CCCCCCC(N)CC(=O)O (stereo not drawn)
  21	x	x	-11	x	0	x	1	x
CCC(=NCCCn1ccnc1)c1c(O)n(Cc2ccccc2)c(=O)[nH]c1=O
  12	3	-5	1	-9	3	4	-5	-4
CC(C)(C)c1ccccc1O
  0	2	-7	22	4	-1	6	-1	2
Cn1nnc(CC[N+](C)(C)C)n1
  11	-16	25	-9	-7	3	1	-1	2
N=C1c2ccccc2CN1CC(=O)c1ccccc1
  15	-16	-4	12	20	3	9	-13	9
Cc1ccccc1-n1c(O)c(/C=N/NC(=O)c2ccccc2O)c(=O)[nH]c1=S
  -312	4	-6	-45	4	-33	1	-8	19
Cc1ccc(-c2cc(-c3ccc(C)cc3)[n+](-c3ccc(C(=O)[O-])cc3)c(-c3ccc(C)cc3)c2)cc1
  -469	28	12	-4	-25	0	-14	-6	-14
O=S1(=O)CC2(N3CCOCC3)CCCCCCC21 (stereo not drawn)
  0	-4	4	-3	-6	-2	-7	-7	-13
CCOC(=O)c1cc(CC)sc1/N=C/C1C(=O)NC(=S)NC1=O
  -32	1	-15	21	-5	-37	-1	-7	-3
CN1C(=O)CN=C(c2ccc(Cl)cc2)c2cc(Cl)ccc21
  9	3	-6	3	3	0	-1	0	10
CCN(CC)CCCN=Cc1c(O)n(CCc2ccc(OC)c(OC)c2)c(=O)[nH]c1=O
  17	-11	2	-18	-5	1	-1	3	-5
COc1ccc(NC(=O)CN2C3CCC2CC(O)(c2cccnc2)C3)cc1OC (stereo not drawn)
  13	3	-16	-6	-9	2	1	0	1
COc1ccc(CN2C(=O)NC(=O)/C(=C\c3cccc(OC)c3OC)C2=O)cc1
  1	0	1	-17	3	-1	4	-6	-8
Nc1ccc(CCN2CCN(c3cccc(C(F)(F)F)c3)CC2)cc1
  0	0	28	21	-16	1	2	-2	8
Cc1ccc(S(=O)(=O)N2CCC(C(=O)N3CCC4(CC3)OCCO4)CC2)cc1
  5	-3	11	-10	-30	1	-6	-3	-5
Cc1c(-c2cccc(Cl)c2)nc2ccccc2c1C(=O)N1CCC2(CC1)OCCO2
  8	15	77*	-14	-25	2	-3	7	1
Fc1ccc2c(c1)nnn2C1CCN(Cc2ccccc2)CC1
  9	4	8	-9	2	2	-3	-2	2
CN1CCN(c2c(N)c(=O)oc3ccccc23)CC1
  -5	-11	0	-4	-2	2	3	-8	0
CC(C)CCC1(CCc2ccncc2)C(=O)NC(=O)NC1=O
  8	3	5	-8	-17	-1	-12	-3	-10
CN(C)c1ccc([N+](=O)[O-])c([N+](=O)[O-])c1
  32	x	x	-2	x	6	x	-5	x
O=C1NC(=O)N(c2ccccc2F)C(=O)/C1=C/c1cn(CC(=O)N2CCOCC2)c2ccccc12
  x	-3	17	24	-6	x	-3	1	0
CCc1ccccc1NC(=O)CNC1CCCCC1
  11	1	1	-1	-2	2	3	-1	1
CCCN1CC[C@@H]2c3cc(O)ccc3CC[C@@H]21
  4	3	13	-14	13	-2	1	5	1
c1cc2c(cc1C1OCC3C(c4ccc5c(c4)OCO5)OCC13)OCO2 (stereo not drawn)
  62*	0	17	-12	-22	-2	3	1	-2
CCCCn1c(O)c(C(C)=NCCc2c[nH]c3ccccc23)c(=O)[nH]c1=O
  7	13	12	7	-4	1	-2	-3	5
CC12CN3CC(C)(CN(C1)C3c1cccs1)C2 (stereo not drawn)
  13	4	-5	-10	-8	2	-11	-4	3
O=C1CN=C(c2ccccc2)c2oc3ccc(Br)cc3c2N1
  2	13	4	-8	-4	-4	0	2	-1
Cc1ccnc(-n2c(C)cc(C=C3C(=O)N(C)C(=S)N(C)C3=O)c2C)c1
  0	6	9	-6	-10	5	8	6	-2
Clc1ccccc1C1NCc2ccccc2-n2cccc21 (stereo not drawn)
  17	6	21	24	0	1	4	-2	2
CN1C(=O)/C(=C\c2ccc(N3CCCCCC3)cc2)C(=O)NC1=S
  -31	3	18	12	8	-21	0	13	1
COC(=O)C(O)(c1ccc(NC(=O)c2ccccc2)cc1)C(F)(F)F (stereo not drawn)
  23	-9	15	27	3	1	3	0	-4
O=C1NC(=O)C(=Cc2ccc(-c3cc(Cl)ccc3[N+](=O)[O-])o2)C(=O)N1
  19	x	x	69*	x	15	x	23	x
CC1(C)CN=C(Nc2ccccc2C(F)(F)F)S1
  6	-2	25	5	-10	-1	-1	0	-4
COC(=O)C1=C(c2ccccc2OCc2ccccc2)C[C@@H]2CC[C@H]1N2C(=O)NCc1ccc(Br)cc1
  2	11	-1	10	-12	4	5	7	11
C=CCN1CC[C@@]2(C)c3cc(O)ccc3CC1[C@@H]2C
  8	-7	4	-20	-3	0	2	6	-2

Fetched by compound from above (2):
Below each SMILES – SENP8 block-1	Apaf1 inhib	NALP3 yeast inh	PfG6PD inh	SENP6 block	SENP1 FRET inh	SENP7 block	HKDC1 inhibitor	SENP8 block-2
CCCCn1c(O)c(C(C)=NCCc2c[nH]c3ccccc23)c(=O)[nH]c1=O
  7	13	12	7	-4	1	-2	-3	5
CCCN1CC[C@@H]2c3cc(O)ccc3CC[C@@H]21
  4	3	13	-14	13	-2	1	5	1

Remaining list, next part:
Below each SMILES – SENP8 block-1	Apaf1 inhib	NALP3 yeast inh	PfG6PD inh	SENP6 block	SENP1 FRET inh	SENP7 block	HKDC1 inhibitor	SENP8 block-2
CCN1CCN(C(=O)Cc2ccc(C)cc2)CC1
  10	-12	13	-3	-4	1	6	-1	4
COC(=O)C1=C(c2c(C)noc2C)C[C@@H]2CC[C@H]1N2C(=O)NC(C)C
  19	-5	1	3	7	-2	8	-1	-4
Cc1ccccc1-n1c(O)c(/C=N/N2CCOCC2)c(=O)[nH]c1=S
  14	3	14	-1	-21	1	1	-6	5
COc1ccc(S(=O)(=O)NC(CC(=O)N2CCC3(CC2)OCCO3)c2ccco2)cc1 (stereo not drawn)
  31	-1	10	14	-4	0	2	-6	-8
CN(C)C(=O)Oc1cccc(-c2cn3cc(Cl)ccc3n2)c1
  -185	5	17	40	-11	1	4	-8	-1
CCc1nc(N2CCNCC2)c(C#N)c2c1CSC(C)(C)C2
  -129	26	8	18	-2	-3	-1	-1	-5
Cc1cc(NC(=O)COC(=O)c2c(C)nn(Cc3ccccc3)c2C)no1
  17	16	10	-6	-8	-1	-5	-2	-8
O=C(/C=C/c1ccccc1)NC(=S)N1C[C@H]2C[C@H](C1)c1cccc(=O)n1C2
  10	-17	-6	22	0	0	3	-4	-1
Brc1ccc2[nH]cc(/C=N/N3CCCCC3)c2c1
  17	22	28	14	-8	0	6	-6	-8
COc1ccc(N=C(C)c2c(O)n(C3CCCCC3)c(=O)[nH]c2=O)c(OC)c1
  2	30	2	-2	-3	-4	1	0	-2
CCCCn1c(=O)c(C(=O)NCc2ccc(Cl)cc2)c(O)c2ccccc21
  -35	6	10	-15	-1	3	-3	-4	-8
CCCCCCCCC(=O)NCc1ccc(O)c(OC)c1
  5	-4	46	-9	-14	1	-6	-5	6

Screening data deposited in PubChem BioAssay by Sanford-Burnham Center for Chemical Genomics.
